Casp1 inh: blocks human caspase-1 allosterically or competitively; 75,000 tested, 0.03% active; Potency, µM (doses to about 57.5 µM), for the others: top-dose activity change, negative = inhibition, most hits filed as inhibitors; Caspase-1 enzyme, Ac-WEHD-AFC fluorogenic rate;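 further: potency means the concentration at half of the fitted maximal effect; plate controls were vehicle for no effect and no substrate for full effect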
HADH2 inhib: blocks human hydroxyacyl-CoA dehydrogenase type II | 73,000 tested, 3.4% active | Q99714 | Potency, µM (doses to about 57.1 µM), without a hit: top-dose activity change, negative = inhibition, usual class: inhibitors | AID 886 | recombinant HADH2, NADH fluorescence, beta-hydroxybutyryl-CoA; further: potency means the concentration at half of the fitted maximal effect; on the % scale 0 is the no-effect control and ±100 the full control effect; nearly all actives have a fitted effect of over 60% in size; many of its hits are not listed in these tables
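E. coli-expressed His-tagged HADH2 tested at 20 nM in alkaline Tris buffer (pH 9.0); oxidation of 90 uM beta-hydroxybutyryl-CoA with 1 mM NAD+ tracked fluorimetrically for 4 min.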
Tau filament bind: binds recombinant human tau filaments; recombinant tau filaments, thioflavin S fluorescence, 15 h; filaments grown with octadecylsulfate alongside compound; AID 596; Potency, µM (series often up to 57.1 µM), for the others: top-dose activity change, negative = inhibition; 71,000 tested, 2% active; P10636;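 further: potency means the concentration at half of the fitted maximal effect; on the % scale 0 is the no-effect control and ±100 the full control effect; actives lower thioflavin S fluorescence by blocking filaments or displacing dye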
Target sequence (P10636 whole entry, looked up): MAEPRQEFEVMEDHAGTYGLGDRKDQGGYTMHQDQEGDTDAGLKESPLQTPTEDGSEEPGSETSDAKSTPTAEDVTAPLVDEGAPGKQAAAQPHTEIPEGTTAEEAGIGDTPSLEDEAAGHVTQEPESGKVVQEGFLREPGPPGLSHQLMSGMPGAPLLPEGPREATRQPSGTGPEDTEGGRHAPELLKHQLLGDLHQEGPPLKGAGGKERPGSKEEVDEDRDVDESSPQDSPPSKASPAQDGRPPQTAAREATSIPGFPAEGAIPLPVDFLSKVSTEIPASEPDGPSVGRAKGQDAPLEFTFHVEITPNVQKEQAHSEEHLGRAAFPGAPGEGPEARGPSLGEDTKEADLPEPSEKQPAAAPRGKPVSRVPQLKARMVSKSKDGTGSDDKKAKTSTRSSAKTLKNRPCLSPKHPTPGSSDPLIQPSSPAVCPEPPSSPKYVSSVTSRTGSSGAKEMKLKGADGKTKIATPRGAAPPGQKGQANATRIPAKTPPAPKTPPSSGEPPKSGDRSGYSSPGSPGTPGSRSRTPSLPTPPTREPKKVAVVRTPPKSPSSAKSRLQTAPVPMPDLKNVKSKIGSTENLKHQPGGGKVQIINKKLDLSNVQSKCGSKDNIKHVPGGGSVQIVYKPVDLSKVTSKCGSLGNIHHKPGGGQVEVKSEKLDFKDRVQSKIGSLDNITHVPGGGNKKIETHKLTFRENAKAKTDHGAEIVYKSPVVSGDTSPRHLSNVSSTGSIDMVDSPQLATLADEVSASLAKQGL
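His-tagged recombinant human tau (exons 2, 3 and 10 included), 1 uM, was induced to fibrillize by 30 uM sodium octadecylsulfate with compound present. After 15 h at 37 C, thioflavine S fluorescence (ex 450, em 510 nm) was read.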
Rhodamine autofl: compound autofluorescence in rhodamine spectral region; Rhodamine-region fluorescence, 547/598 nm, Tris buffer; stronger effect = higher value; max dye-equivalent concentration, M; 59,000 tested, 0.05% active; in the data active means max dye-equivalent concentration above about 11 nM; inconclusive means between about 1.1 nM and that limit
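Compound fluorescence in 100 mM Tris, pH 8.0, read after 15 min at room temperature with 547 nm excitation and 598 nm emission. Output is dye-equivalent concentration from an on-plate rhodamine standard series.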
FLuc inh: inhibitors of firefly luciferase. 72,000 tested, 2.2% active. AID 411. purified firefly luciferase, luminescence, 8 min. Potency, µM (top dose mostly 57.1 µM), without a hit: top-dose activity change, negative = inhibition, usual class: inhibitors; further: potency means the concentration at half of the fitted maximal effect; on the % scale 0 is the no-effect control and ±100 the full control effect; nearly all actives have a fitted effect of over 40% in size
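qHTS concentration-response profiling: light output of P. pyralis luciferase with luciferin and 10 uM ATP, imidazole buffer pH 7.2. Read by luminescence after 8-min room-temperature incubation.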
ERK AVP block: inhibitors of vasopressin-stimulated ERK signaling pathway | 72,000 tested, 0.99% active | HEK293-V1b, vasopressin-stimulated pERK AlphaScreen | Potency, µM (series often up to 57.5 µM), inactives show at the highest dose activity, negative = inhibition, actives largely listed as inhibitors; further: potency means the concentration at half of the fitted maximal effect; on the % scale 0 is the no-effect control and ±100 the full control effect; nearly all actives have a fitted effect of over 55% in size
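qHTS, compounds titrated on V1b-expressing HEK293 cells. Preincubation 30 min at 37C, vasopressin 25 nM for 5 min, lysis 10 min, bead incubation 5 hr at room temperature.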
Texas Red fluor: Texas Red region autofluorescence | Compound fluorescence, Texas Red channel, 547/618 nm; stronger effect = higher value | max dye-equivalent concentration, M | 59,000 tested, 0.06% active | AID 587; in the data active means max dye-equivalent concentration above about 10 nM; inconclusive means between about 1.1 nM and that limit
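Compound titrations in 100 mM Tris pH 8.0 were incubated 15 min at room temperature and read at 547 nm excitation / 618 nm emission. Texas Red six-point standard curve on each plate converted fluorescence to dye-equivalent concentration.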
Caspase-7 inhib: blocks human caspase-7 allosterically or competitively; P55210; recombinant caspase-7, Ac-DEVD-AFC fluorescence rate; Potency, µM (highest dose often 57.5 µM), for inactives: top-dose activity change, negative = inhibition, actives largely listed as inhibitors; 75,000 tested, 0.02% active; active means well fitted inhibition curve with a large enough effect in the main read-out, with a control signal flat, not every such curve was filed as active; inconclusive means small, poorly fitted or top-dose-only effect, or a change in a side signal; further: potency means the concentration at half of the fitted maximal effect; % of control where 0% means no effect
USP2a inhib: inhibitors of human ubiquitin-specific protease USP2a; O75604; USP2a enzymatic assay, qHTS inhibition; Potency, µM (top dose mostly 38.3 µM), for inactives: at the highest dose activity change, negative = inhibition, actives largely listed as inhibitors; 60,000 tested, 0.1% active; AID 927;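 further: potency means the concentration at half of the fitted maximal effect; nearly all actives have a fitted effect of over 60% in size; plate controls were DMSO for no effect and NEM full inhibition control for full effect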
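20 nM USP2 core + cpd, 30 min RT; add 20 nM Ub-PLA2/20 uM NBD C6-HPC; read Ex460/Em535 at 0 h and 2.5 h. Normalized to NEM; qHTS curve fit/classification.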
HEK293 cAMP ctrl: counter-screen for TSHR agonists: cAMP increase in parental HEK293 | 73,000 tested, 2.5% active | parental HEK293 CNG cAMP sensor, membrane potential fluorescence | Potency, µM (doses to about 57.1 µM), for inactives: top-dose activation, usual class: activators | AID 938; further: potency means the concentration at half of the fitted maximal effect; % of control where 0% means no effect; nearly all actives have a fitted effect of over 55% in size
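Parental HEK 293 cells stably expressing a cAMP-gated CNG channel were loaded with membrane potential dye containing 100 uM RO 20-1724 for 60 min. Compound added for 30 min; depolarization read as fluorescence intensity at 590 nm.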
Fluorescein autfl: compound fluoresces in the fluorescein spectral region | max fluorescein-equivalent concentration, M | 59,000 tested, 0.91% active | Compound autofluorescence, 480/540 nm, fluorescein-equivalent; stronger effect = higher value; in the data active means max fluorescein-equivalent concentration above about 10 nM; inconclusive means between about 1.1 nM and that limit
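Values reflect compound autofluorescence, normalized to fluorescein on the same plate and reported at each tested concentration. Conditions: 100 mM Tris pH 8.0, room temperature, 15 min, excitation 480 nm, emission 540 nm.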
Numbers without * were called inactive; i = inactive; ? = inconclusive; nt = not tested or not shown; [ ] = another dose, or the depositor's remark. Unless noted, the call rests on the fitted dose curve; in most records, active means well fitted curve in the direction sought with a large enough effect; inconclusive means small, poorly fitted or top-dose-only effect, or another doubt; inactive means no such curve, though single readings can be large; an effect the other way counts as inactive or inconclusive. Not all compounds are listed (hit frequency here may not be typical).

entry	structure	FLuc inh	USP2a inhib	Caspase-7 inhib	HEK293 cAMP ctrl	Fluorescein autfl	Texas Red fluor	Rhodamine autofl	HADH2 inhib	ERK AVP block	Casp1 inh	Tau filament bind
1	COc1ccc(CNC(=O)c2ccccc2SC)cc1	1%	12%	0%	-13%	i	i	i	4%	-19%	0%	-8%
2	Cc1ccc(S(=O)(=O)NC(=O)NC(C)(C)C)cc1	0%	6%[7.66 µM]	-2%	5%[11.4 µM]	nt	nt	nt	-5%[11.4 µM]	-16%	-1%	-1%[11.4 µM]
3	COC(=O)c1cc(CSc2nnc(-c3ccccc3)c(-c3ccccc3)n2)oc1C	-1%	37%[activator]	-2%	20%	i	i	i	-27%	7%	-3%	16µM*
4	Clc1cccc(CSc2nnc([C@@H]3CCCN3)o2)c1	-2%	-1%	0%	8%	i	i	i	3%	-20%	-1%	-2%
5	N#CCCN1CCN(S(=O)(=O)c2ccc(S(=O)(=O)N3CCCCCC3)cc2)CC1	-3%	nt	0%	6%	nt	nt	nt	-3%	-18%	0%	20%
6	COc1ccc(S(=O)(=O)N2CCN(CCO)CC2)cc1-c1nnc2c3ccccc3c(C)nn12	5%	nt	0%	8%	nt	nt	nt	13%	nt	-1%	-10%
7	Cc1cc(C)nc(N2CCC(C(=O)Nc3nnc(C)s3)CC2)n1	-3%	12%	-1%	7%	i	i	i	-19%	1%	-1%	-3%
8	CC(NC(=O)C1CCCN(S(=O)(=O)c2cccs2)C1)c1ccccc1 (configuration not stated)	3%	nt	0%	5%	nt	nt	nt	0%	-2%	-3%	10%
9	COCCN(C(=O)Nc1ccccc1)C(C)c1cccnc1 (configuration not stated)	-1%	nt	0%	9%	nt	nt	nt	5%	2%	-2%	-5%
10	Cc1ccc(N2CC(C(=O)OCc3ccccc3)CC2=O)cc1 (configuration not stated)	-1%	7%	-5%	13%	nt	nt	nt	-4%	-3%	-3%	14%
11	CCc1nc(C)cn1S(=O)(=O)c1cc(Br)c(C)cc1OC	2%	15%	-1%	26%	i	i	i	-2%	?	-1%	-15%

Entries of single compounds as entered above. Order of screens: FLuc inh	USP2a inhib	Caspase-7 inhib	HEK293 cAMP ctrl	Fluorescein autfl	Texas Red fluor	Rhodamine autofl	HADH2 inhib	ERK AVP block	Casp1 inh	Tau filament bind
`CC(NC(=O)C1CCCN(S(=O)(=O)c2cccs2)C1)c1ccccc1` (configuration not stated) reads 3%	nt	0%	5%	nt	nt	nt	0%	-2%	-3%	10%
`COc1ccc(CNC(=O)c2ccccc2SC)cc1` reads 1%	12%	0%	-13%	i	i	i	4%	-19%	0%	-8%

Some of these compounds in order of molecular weight, lowest first:
entry	structure	FLuc inh	USP2a inhib	Caspase-7 inhib	HEK293 cAMP ctrl	Fluorescein autfl	Texas Red fluor	Rhodamine autofl	HADH2 inhib	ERK AVP block	Casp1 inh	Tau filament bind
4	Clc1cccc(CSc2nnc([C@@H]3CCCN3)o2)c1	-2%	-1%	0%	8%	i	i	i	3%	-20%	-1%	-2%
9	COCCN(C(=O)Nc1ccccc1)C(C)c1cccnc1 (configuration not stated)	-1%	nt	0%	9%	nt	nt	nt	5%	2%	-2%	-5%
10	Cc1ccc(N2CC(C(=O)OCc3ccccc3)CC2=O)cc1 (configuration not stated)	-1%	7%	-5%	13%	nt	nt	nt	-4%	-3%	-3%	14%
7	Cc1cc(C)nc(N2CCC(C(=O)Nc3nnc(C)s3)CC2)n1	-3%	12%	-1%	7%	i	i	i	-19%	1%	-1%	-3%
8	CC(NC(=O)C1CCCN(S(=O)(=O)c2cccs2)C1)c1ccccc1 (configuration not stated)	3%	nt	0%	5%	nt	nt	nt	0%	-2%	-3%	10%
3	COC(=O)c1cc(CSc2nnc(-c3ccccc3)c(-c3ccccc3)n2)oc1C	-1%	37%[activator]	-2%	20%	i	i	i	-27%	7%	-3%	16µM*
5	N#CCCN1CCN(S(=O)(=O)c2ccc(S(=O)(=O)N3CCCCCC3)cc2)CC1	-3%	nt	0%	6%	nt	nt	nt	-3%	-18%	0%	20%
6	COc1ccc(S(=O)(=O)N2CCN(CCO)CC2)cc1-c1nnc2c3ccccc3c(C)nn12	5%	nt	0%	8%	nt	nt	nt	13%	nt	-1%	-10%

High-throughput results as filed in PubChem.
